PGK inhibitor: inhibitors of T. brucei phosphoglycerate kinase; P07378; PGK/GAPDH coupled, Kinase-Glo luminescence, 60 min; Potency, µM (series often up to 57.5 µM), without a hit: at the top dose activity change, negative = inhibition, hits mostly inhibitors; actives 0.043% (n = 380,000); AID 602233; further: potency means the concentration at half of the fitted maximal effect; on the % scale 0 is the no-effect control and ±100 the full control effect; nearly all actives have a fitted effect of over 60% in size
Target sequence (P07378 whole entry, looked up): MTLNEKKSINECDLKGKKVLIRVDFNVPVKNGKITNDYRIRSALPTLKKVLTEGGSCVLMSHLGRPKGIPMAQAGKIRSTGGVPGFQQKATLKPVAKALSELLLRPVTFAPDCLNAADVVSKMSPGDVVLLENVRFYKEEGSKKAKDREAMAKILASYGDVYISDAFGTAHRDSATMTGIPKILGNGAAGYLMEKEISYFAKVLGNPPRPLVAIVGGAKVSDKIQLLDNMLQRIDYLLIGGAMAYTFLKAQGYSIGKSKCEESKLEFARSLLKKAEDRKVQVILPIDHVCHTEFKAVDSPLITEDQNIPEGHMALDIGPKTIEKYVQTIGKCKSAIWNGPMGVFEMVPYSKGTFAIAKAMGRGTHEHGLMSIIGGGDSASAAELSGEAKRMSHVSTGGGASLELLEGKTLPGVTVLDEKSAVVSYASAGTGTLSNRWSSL
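Recombinant glycosomal PGK reaction used 1,3-bisphosphoglycerate generated in-well by GAPDH (100nM final) in 100mM TEA pH 7.6, 5mM MgCl2, 0.01% Tween-20. After 60 minutes at room temperature, ATP was read by Kinase-Glo Plus luminescence end-point.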
BAZ2B block: inhibitors of human BAZ2B bromodomain; Q9UIF8; AlphaScreen BAZ2B-H3K14Ac peptide displacement; Potency, µM (titrated, usually from 114 µM), without a hit: top-dose activity change, negative = inhibition, most hits filed as inhibitors; actives 4.4% (n = 360,000); AID 504333; further: potency means the concentration at half of the fitted maximal effect; on the % scale 0 is the no-effect control and ±100 the full control effect; nearly all actives have a fitted effect of over 60% in size
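BAZ2B (50 nM) with biotin-H3(5-23)K14Ac peptide (50 nM) in PBS pH 7.4, 0.01% Tween-20, preformed 30 min, then compound 30 min at room temperature; top concentration 110uM. AlphaScreen streptavidin donor/nickel chelate acceptor beads (10 ug/mL final), 20 min dark, signal read.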
Pin1 inh: blocks the human prolyl isomerase Pin1. Pin1 FP peptide displacement, HiFluor488, 10 min. actives 0.009% (n = 390,000). Potency, µM (titrated, usually from 115 µM), for the others: at the top dose activity, negative = inhibition, most hits filed as inhibitors. AID 504891. Q13526; active means well fitted inhibition curve with a large enough effect in the polarisation, with a control signal flat, not every such curve was filed as active; inconclusive means small, poorly fitted or top-dose-only effect, or effect the other way, or a change in a side signal; inactive means no such curve, though single readings can be large or run the other way; the % refers to the polarisation; further: potency means the concentration at half of the fitted maximal effect; on the % scale 0 is the no-effect control and ±100 the full control effect
GLS inh: glutaminase GLS (human) inhibition | GLS enzymatic activity, qHTS titration | Potency, µM (highest dose often 45.5 µM), for inactives: top-dose activity change, negative = inhibition, usual class: inhibitors | actives 0.21% (n = 410,000); further: potency means the concentration at half of the fitted maximal effect; on the % scale 0 is the no-effect control and ±100 the full control effect
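hKGA; 45 mM KH2PO4 pH 8.2 + 0.02% Tween-20; cpd via pin tool; 1 mM Gln soln; GluOx/HRP/Amplex Red; RT 30 min; fluor. t0 & final.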
G9a block: G9a (human) methyltransferase inhibition | Q96KQ7 | G9a H3K9 monomethylation, AlphaScreen, 2 h | Potency, µM (titrated, usually from 102 µM), for inactives: at the highest dose activity, negative = inhibition, actives largely listed as inhibitors | actives 8.8% (n = 350,000) | AID 504332; further: potency means the concentration at half of the fitted maximal effect; on the % scale 0 is the no-effect control and ±100 the full control effect; nearly all actives have a fitted effect of over 75% in size
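Readings reflect AlphaScreen signal from monomethyl-H3K9 antibody detection. HMT at 20 nM; substrate b-H3K9 500 nM; cofactor SAM 20 uM; 2 h RT reaction; compounds tested as titrations in qHTS with 15 min preincubation.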
PI4K2A block: PI4K2A (human) kinase inhibition. purified PI4K2A, ADP-Glo luminescence, 1 h; stronger effect = lower value. AID 1346378. actives 0.13% (n = 420,000). activity change, negative = inhibition, % at 76.9 µM; in the data active means activity change below about -50%; inconclusive means mostly about -30% to -49%;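 further: -100% = wells without enzyme as full effect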
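PI4K2A activity was measured by ADP-Glo luminescence: enzyme (4 ug/mL stock) and phosphatidylinositol (1.2 mM stock) in Tris pH 7.5/MgCl2/EGTA/Triton X-100 buffer were reacted with ATP (300 microM stock) for one hour at ambient temperature.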
ERG-DNA inh: inhibitors of human ERG Ets domain-DNA interaction | P11308 | fluorescence polarization, His-ERG Ets domain / labelled DNA | AID 624246 | actives 0.028% (n = 370,000) | Potency, µM (titrated, usually from 76.9 µM), without a hit: at the highest dose FP activity, negative = inhibition, actives largely listed as inhibitors; active means well fitted inhibition curve with a large enough effect in the polarisation, with a control signal flat; inconclusive means small, poorly fitted or top-dose-only effect, or effect the other way, or a change in a side signal; inactive means no such curve, though single readings can be large or run the other way; the % refers to the polarisation;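 further: polarization taken with two DNA probes labelled with fluorescein and Texas red; potency means the concentration at half of the fitted maximal effect; % of control where 0% means no effect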
Target sequence (P11308 whole entry, looked up, the tested form may be a part): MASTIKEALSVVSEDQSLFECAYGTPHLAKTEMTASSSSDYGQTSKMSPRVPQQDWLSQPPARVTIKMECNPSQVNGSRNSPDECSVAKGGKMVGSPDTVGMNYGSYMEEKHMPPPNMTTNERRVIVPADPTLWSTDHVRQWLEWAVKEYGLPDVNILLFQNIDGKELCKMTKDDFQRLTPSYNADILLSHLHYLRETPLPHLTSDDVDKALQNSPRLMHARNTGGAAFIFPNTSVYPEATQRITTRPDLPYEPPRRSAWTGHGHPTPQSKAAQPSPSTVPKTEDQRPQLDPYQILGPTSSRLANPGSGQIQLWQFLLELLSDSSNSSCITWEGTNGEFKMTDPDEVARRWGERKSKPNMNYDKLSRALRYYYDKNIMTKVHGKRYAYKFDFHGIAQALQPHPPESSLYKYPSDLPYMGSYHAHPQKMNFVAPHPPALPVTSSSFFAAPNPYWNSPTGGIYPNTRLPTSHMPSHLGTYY
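His-tagged ERG Ets domain (1 uM in the protein solution; 300mM KCl, 50mM Tris-HCl, 1mM EDTA, 1mM DTT, pH 7.5) received compound, then a probe mix of 5 nM fluorescein-DNA and 100nM Texas-615-DNA. Fluorescence polarization was read for both dyes.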
JMJD2A Tudor: inhibitors of human JMJD2A Tudor domain; O75164; AlphaScreen JMJD2A-Tudor / H3K4me3 peptide binding; Potency, µM (series often up to 114 µM), inactives show at the top dose activity change, negative = inhibition, usual class: inhibitors; actives 4.4% (n = 390,000); further: potency means the concentration at half of the fitted maximal effect; on the % scale 0 is the no-effect control and ±100 the full control effect; nearly all actives have a fitted effect of over 50% in size
HP1b binding inh: inhibitors of HP1-beta chromodomain binding to methylated histone tails. P83916. AlphaScreen HP1-beta / biotin-H3K9me3 peptide binding. AID 540317. Potency, µM (highest dose often 114 µM), inactives show at the top dose activity change, negative = inhibition, hits mostly inhibitors. actives 0.56% (n = 390,000); further: potency means the concentration at half of the fitted maximal effect; nearly all actives have a fitted effect of over 70% in size; inactives centre near 23
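AlphaScreen: HP1-beta (50 nM) preformed 30 min with biotin-H3(1-18)K9me3 peptide (50 nM) in PBS pH 7.4, 0.01% Tween-20. Compound added for 30 min at RT, then streptavidin donor/nickel chelate acceptor beads (10 ug/mL) for 30 min.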
Numbers without * were called inactive; i = inactive; u = inconclusive; x = no result given; [ ] = remark or other dose. Unless noted, the call rests on the fitted dose curve; in most records, active means well fitted curve in the direction sought with a large enough effect; inconclusive means small, poorly fitted or top-dose-only effect, or another doubt; inactive means no such curve, though single readings can be large; an effect the other way counts as inactive or inconclusive.

Start of the data: the first 10 records (preview)
SMILES	PGK inhibitor	BAZ2B block	Pin1 inh	GLS inh	G9a block	PI4K2A block	ERG-DNA inh	JMJD2A Tudor	HP1b binding inh
Cn1ncc(Cl)c1C(=O)NNC(=O)Nc1cccc2ccccc12	-4%	-8%	-2%	11%	u	1	-12%	-18%	40%[activator]
CCOC(=O)c1cc2c(c(CCO)n1)[C@H](CCO)N(S(=O)(=O)C(C)(C)C)C2	-3%	x	-1%	-1%	x	-5	4%	-9%	73%[activator]
COc1cc(CC(NC(C)=O)C(=O)NC2CCN(C(=O)c3ccc(C)cc3)CC2)cc(OC)c1 (centres undefined)	2%	-6%	0%	-3%	7%	1	6%	-3%	1%
CCCCCCCCCCCCCCC(O)C[N+](C)(CCO)CCO (centres undefined)	i	x	16%	-19%	x	0	-9%	-15%	10%
CCC(=O)N1CCc2cc(Br)cc(S(=O)(=O)CCC(=O)NCCc3ccc(OC)c(OC)c3)c21	i	27%	0%	-1%	8%[59 µM]	-1	5%	-13%	64%[activator]
O=C(O)c1cc(N/N=C/c2ccc(OCc3ccccc3)cc2)ccc1Cl	-7%	u	-26%	-22%	22µM*	3	17%	-20%	17%
NC(=O)c1ccccc1OCC(=O)NS(=O)(=O)c1ccccc1	5%	8%	-2%	5%	1%[59 µM]	-3	2%	-4%	15%
CC(C)(C)C(=O)NCc1ccc(C(=O)CN2C(=O)NC3(CCCC3)C2=O)s1	-2%	11%	4%	-14%	-41%	-1	5%	-2%	29%
C=C(C)Cn1c(C(C)NC(=O)CCC)nc2ccccc21 (centres undefined)	i	-6%	0%	0%	-5%[59 µM]	-4	-2%	-11%	32%
O=C(NCCc1nnc2ccc(SCC(=O)N3CCCC3)nn12)c1ccc(F)cc1	-2%	-9%	-11%	0%	1%	4	-5%	-22%	29%

All compounds of this part, from the start:
SMILES	PGK inhibitor	BAZ2B block	Pin1 inh	GLS inh	G9a block	PI4K2A block	ERG-DNA inh	JMJD2A Tudor	HP1b binding inh
Cn1ncc(Cl)c1C(=O)NNC(=O)Nc1cccc2ccccc12	-4%	-8%	-2%	11%	u	1	-12%	-18%	40%[activator]
CCOC(=O)c1cc2c(c(CCO)n1)[C@H](CCO)N(S(=O)(=O)C(C)(C)C)C2	-3%	x	-1%	-1%	x	-5	4%	-9%	73%[activator]
COc1cc(CC(NC(C)=O)C(=O)NC2CCN(C(=O)c3ccc(C)cc3)CC2)cc(OC)c1 (centres undefined)	2%	-6%	0%	-3%	7%	1	6%	-3%	1%
CCCCCCCCCCCCCCC(O)C[N+](C)(CCO)CCO (centres undefined)	i	x	16%	-19%	x	0	-9%	-15%	10%
CCC(=O)N1CCc2cc(Br)cc(S(=O)(=O)CCC(=O)NCCc3ccc(OC)c(OC)c3)c21	i	27%	0%	-1%	8%[59 µM]	-1	5%	-13%	64%[activator]
O=C(O)c1cc(N/N=C/c2ccc(OCc3ccccc3)cc2)ccc1Cl	-7%	u	-26%	-22%	22µM*	3	17%	-20%	17%
NC(=O)c1ccccc1OCC(=O)NS(=O)(=O)c1ccccc1	5%	8%	-2%	5%	1%[59 µM]	-3	2%	-4%	15%
CC(C)(C)C(=O)NCc1ccc(C(=O)CN2C(=O)NC3(CCCC3)C2=O)s1	-2%	11%	4%	-14%	-41%	-1	5%	-2%	29%
C=C(C)Cn1c(C(C)NC(=O)CCC)nc2ccccc21 (centres undefined)	i	-6%	0%	0%	-5%[59 µM]	-4	-2%	-11%	32%
O=C(NCCc1nnc2ccc(SCC(=O)N3CCCC3)nn12)c1ccc(F)cc1	-2%	-9%	-11%	0%	1%	4	-5%	-22%	29%
COc1ccc(C(N)CCc2ccco2)cc1 (centres undefined)	i	u	u	2%	u	-5	-1%	-27%	2%
CN(C)CCOC(=O)C12CC3CC(C1)CC(C(=O)OCCN(C)C)(C3)C2	-6%	1%	-10%	-6%	56µM*	1	-1%	3%	23%
O=C(CSCc1ccccc1Cl)N1CCN(c2ccc(F)cc2)CC1	-7%	-13%	4%	5%	-21%[59 µM]	-6	0%	-25%	20%
COc1ccc(-c2c/c(=N\c3nc(-c4ccccc4)c(C)s3)c3ccccc3o2)cc1O	8%	50µM*	49%[activator]	10%	u	-9	u	u	u
COc1ccc(N2C(=O)C3C(C2=O)C(C(=O)c2ccc(Cl)cc2)N2CCCC32)cc1 (centres undefined)	-4%	u	u	-4%	u	0	-1%	u	u
C=CC(=O)Oc1ccc(N2Cc3ccccc3C2=O)cc1	-1%	x	18%	16%	x	-4	-4%	-6%	21%
Cc1cccc(NC(=S)N2CCOCC2)c1C	-7%	2%	19%	6%	9%[59 µM]	0	2%	-12%	8%
Cc1coc(C)c1C(=O)CC1(O)C(=O)N(C)c2ccc(Cl)cc21 (centres undefined)	x	-15%	2%	5%	x	-3	3%	-24%	13%
CCOc1ccccc1NC(=O)c1c(NCc2sccc2C)sc2c1CCCCC2	-9%	u	22%	-1%	10µM*	-4	15%	u	4%
Cc1cc(=O)n2c(C(=O)Nc3ccc(Br)cc3)c(C(=O)Nc3ccccc3)sc2n1	-10%	2%	-1%	0%	-17%[59 µM]	-2	-3%	-9%	6%
CCNc1nc(NCC)n2c(SCC(=O)c3ccc(C(C)C)cc3)nnc2n1	-4%	-4%	1%	9%	10%[59 µM]	-6	5%	-10%	-4%
O=C(N/N=C/c1cccn1-c1ccc([N+](=O)[O-])cc1)C(O)c1ccccc1 (centres undefined)	x	u	-6%	12%	45µM*	-9	x	u	-14%
c1ccc2c(-c3nn4nnnc4c4ccccc34)cccc2c1	-2%	-4%	4%	-4%	15%	7	-3%	-10%[57.1 µM]	-9%
CC(C)NC(=O)c1ccc(Sc2ccccc2)c([N+](=O)[O-])c1	-1%	-33%	-3%	2%	u	-10	2%	-19%	16%
O=C(O)C1CCCN1C(=O)Nc1ccc(Cl)cc1 (centres undefined)	-2%	2%	4%	-4%	24%	-3	-10%	-6%	37%

(cont.)
SMILES	PGK inhibitor	BAZ2B block	Pin1 inh	GLS inh	G9a block	PI4K2A block	ERG-DNA inh	JMJD2A Tudor	HP1b binding inh
Cc1nnsc1C(=O)NC1CCCc2c1cnn2-c1ccc(C(C)(C)C)cc1 (centres undefined)	9%	-15%	u	-1%	24%	-2	-5%	-12%	19%
O=C(CCSCc1ccccc1Cl)NCCc1ccccc1	-2%	-3%	-7%	1%	2%[59 µM]	2	0%	2%	6%
O=C(NCc1ccccn1)c1nn(-c2ccccc2Cl)nc1CO	-10%	-2%	-2%	-7%	0%[59 µM]	-7	-4%	-6%	30%
CCOC(=O)c1cnc2ccc(OC)cc2c1NCc1ccccc1	1%	101%[activator]	1%	10%	191%[activator]	-1	-2%	49%[activator]	115%[activator]
CCCn1c(COc2ccccc2)nc2ccccc21	8%	6%	2%	2%	15%	-2	1%	7%	54%[activator]
Cc1ccc(OCC(=O)Nc2ccc(-c3nc4ccccc4o3)cc2)c(C)c1	x	3%	7%	0%	-14%[59 µM]	3	1%	-21%	37%[activator]
COc1cc(/C=C(/C#N)C(=O)Nc2ccccc2)c(Br)cc1OCc1ccc(C(=O)O)cc1	2%	u	-13%	u	u	-5	-14%	u	-26%
COCCNC(=O)c1cc(-c2ccccc2)n(CC2CC(c3ccc(OC)cc3)=NO2)n1 (centres undefined)	-6%	8%	-7%	-3%	-4%[2.33 µM]	-9	-1%	-15%	31%
Cc1ccc(N2CCN(C(=O)CCS(=O)(=O)c3cc4c(cc3Cl)NC(=O)CO4)CC2)c(C)c1	10%	-15%	10%	14%	-27%[59 µM]	0	2%	-13%	30%
CC(C)(C)OC(=O)N1Cc2ccccc2C[C@H]1C(=O)NCC(=O)NCC1CCCO1 (some centres undefined)	i	-12%[57.1 µM]	-5%	-3%	16%	0	-3%	-22%	20%
COC(=O)c1[nH]c2cc(OC)ccc2c1NC(=O)CCN1CCN(c2ccccc2)CC1	-5%	-12%	-3%	29%	u	-2	-1%	-23%	-12%
C=CCC(O)(CC=C)C(C)N (centres undefined)	-7%	-4%	1%	2%	0%	-2	0%	-17%	35%
Cc1ccc(-n2nc3c(=O)n(CC(=O)NCCc4ccccc4C)nc(C)c3c2C)cc1	6%	-21%	0%	8%	39%[0.0925 µM]	1	9%	-11%	42%[activator]
COC(=O)c1[nH]c2ccccc2c1NC(=O)CN1CCN(c2cccc(OC)c2)C(C)C1 (centres undefined)	-7%	u	u	41%[activator]	12%[2.33 µM]	5	-11%	16µM*	u
